Bioassay records: PubChem BioAssay, several laboratories
EBNA-1 inhibitor: EBNA-1 DNA-binding inhibitors, primary screen, biochemical, fluorescence polarization. inhibition, % at 14.8 µM. actives 0.34% (n = 300,000). AID 1950, 2009; in the data active = inhibition above about 28%
procasp7 counter: procaspase-7 activators, primary screen, counter-screen for procaspase-3 activator project, biochemical, absorbance, HTS, human | recombinant procaspase-7, Ac-DEVD-pNA absorbance 405 nm; D23A/D198A/D206A triple mutant, cannot self-cleave; scale: DMSO 0, 5 µM enzyme 100 | AID 463210, 2010 | activation, % at 8.5 µM | Caspase-7 (Homo sapiens), P55210 | actives 0.093% (n = 330,000);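 active = percent activation above the screen-wide mean plus 3 SD, cut at about 25% in these data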
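Assay system: Uncleavable procaspase-7 mutant enzyme / Input: 2 µM procaspase-7 mutant as dispensed / Dosing: single nominal 8.5 µM compound dose, 0.8% DMSO final / Timing: 1 h enzyme–compound preincubation and 2 h substrate reaction, both 25 °C / Detection: p-Nitroaniline absorbance at 405 nm, read at 0 and 120 min / Replication: singlicate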
RPL19A-GFP yeast: RPL19A-GFP expression modulators in yeast, primary screen, cell-based, S. cerevisiae, multiplex flow cytometry, MLPCN; percent response vs DMSO, % at 10 µM; AID 2025, 2009; S. cerevisiae RPL19A-GFP strain, 3 h; stronger effect = lower value; actives 0.3% (n = 330,000);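 active = percent response vs DMSO below 50%; inconclusive = fewer than 70 events counted for the yeast strain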;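 note: median channel GFP fluorescence of the barcoded RPL19A-GFP strain; ratio of sample median GFP to plate DMSO average so 100% = DMSO; lower means less RPL19A-GFP as with rapamycin TOR inhibition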
LAP4-GFP MLPCN: modulators of LAP4-GFP expression in yeast, primary screen, S. cerevisiae, multiplex flow cytometry, MLPCN library. GFP response vs DMSO, % at 10 µM. actives 0.34% (n = 320,000). AID 2023, 2009. 3 h; median GFP as percent of DMSO wells;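 active = GFP response vs DMSO above a set limit, about the screen mean plus 3 SD, cut at about 150% in these data; inconclusive = under 70 cell events counted for the yeast strain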
MEP2-GFP yeast: modulators of MEP2-GFP levels in yeast, primary screen, S. cerevisiae, multiplex flow cytometry, MLPCN library; S. cerevisiae MEP2-GFP strain, 3 h; 100% = DMSO control level; GFP response vs DMSO, % at 10 µM; actives 0.51% (n = 330,000); AID 2016, 2009;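 active = GFP response versus DMSO above a set limit, roughly screen mean plus 3 SD, cut at about 180% in these data; inconclusive = fewer than 70 cells counted for a yeast strain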;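 note: median GFP fluorescence of the barcode-gated MEP2-GFP cells per well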
ZTA counter: ZTA (EBV) inhibition in EBNA-1 counter-screen; P03206; ZTA-DNA binding, fluorescence polarization; inhibition, % at 11 µM; actives 0.15% (n = 320,000); in the data active = inhibition above about 33%
procasp3 activ: activators of human procaspase-3 D3A mutant, primary screen, biochemical, absorbance, PC-3 D3A mutant, single concentration | Caspase-3 (Homo sapiens), P42574 | recombinant procaspase-3 D3A, Ac-DEVD-pNA absorbance 405 nm | activation, % at 8.5 µM | actives 0.11% (n = 330,000) | AID 463141, 2010;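 active = activation above the mean of all tested compounds plus 3 SD, cut at about 21% in these data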;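 note: 0% = DMSO alone and 100% = DMSO wells spiked with extra 5 µM PC-3 D3A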
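Assay system: Procaspase-3 D3A mutant, all three cleavage aspartates alanine. Buffer or medium: Zinc-free HEPES saline buffer with Triton X-100. Times: 1 h compound preincubation, 2 h substrate hydrolysis at 25 °C. Measured by: 405 nm absorbance of p-nitroaniline, reads at 0 and 120 min. Read-out basis: percent activation relative to control range. Replicates: singlicate.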
AHR act: AHR activators, primary screen, cell-based, luminescence, luciferase reporter, human | Aryl hydrocarbon receptor (Homo sapiens), P35869 | actives 2.5% (n = 320,000) | AHR-responsive luciferase reporter cells | activation, % at 5 µM | AID 2796, 2010; in the data active = activation above about 47%;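 note: 0% = vehicle wells and 100% = reference agonist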
The depositor's hits bear a star; u = inconclusive; x = not tested or not shown; [ ] = dose if it differs, or a comment.

Start of the listing, in advance, 13 compounds:
SMILES	EBNA-1 inhibitor	procasp7 counter	RPL19A-GFP yeast	LAP4-GFP MLPCN	MEP2-GFP yeast	ZTA counter	procasp3 activ	AHR act
Cc1ccc(N2CN(Cc3cccnc3)CNC2=S)c(C)c1	9	0	101	105	97	2	5	-1
NS(=O)(=O)c1ccc(CCNS(=O)(=O)c2cccs2)cc1	-5	9	99	94	96	-5	6	-3
N=c1c(C(=O)NC2CCCC2)cc2c(=O)n3ccccc3nc2n1CC1CCCO1 (stereo not given)	2	-10	u	82[may fluoresce red and violet]	202*[may fluoresce red and violet]	7	-8	15
CN1CCN(Cc2nc3ccccc3c(=O)n2Cc2nc(-c3ccc4ccccc4c3)cs2)CC1	4	-8	108	108	105	12	-3	2
COc1ccc(Cl)c(Cn2c(NCCCO)nc3c2c(=O)n(C)c(=O)n3C)c1	1	7	93	94	101	3	4	-1
CCS(=O)(=O)N1CCC(N2CCN(c3ccccc3)CC2)CC1	7	2	105	84	96	11	-10	0
O=C(O)CC(C(=O)OCC1CCCO1)N1CCOCC1 (stereo not given)	7	5	113	109	108	-2	-4	10
O=C(NC1CCN(Cc2ccc(Cl)cc2)CC1)c1cn(-c2ccccc2)nc1-c1cccnc1	x	5	94	91	92	5	6	1
N#Cc1ccc(-c2cccs2)nc1SCc1cccnc1	-4	-1	93	94	83	-7	2	11
COc1cc(C(C(=O)NCc2ccccc2)N(Cc2ccco2)C(=O)c2cnccn2)cc(OC)c1OC (stereo not given)	-2	7	110	110	107	3	4	-1
CC(C)C(NC(=O)C12CC3CC(CC(C3)C1)C2)C(=O)NC1=NCCS1 (stereo not given)	-1	1	103	100	101	-5	5	1
CN1CCc2c(sc(NC(=O)C3CCN(S(=O)(=O)c4cccs4)CC3)c2C(N)=O)C1	5	6	92	95	99	-3	-1	33
CCOc1ccccc1CNC(=O)C1CCC(=O)N1C(C)C (stereo not given)	-20	11	105	96	95	4	7	-2

This part in full, repeating the preview:
SMILES	EBNA-1 inhibitor	procasp7 counter	RPL19A-GFP yeast	LAP4-GFP MLPCN	MEP2-GFP yeast	ZTA counter	procasp3 activ	AHR act
Cc1ccc(N2CN(Cc3cccnc3)CNC2=S)c(C)c1	9	0	101	105	97	2	5	-1
NS(=O)(=O)c1ccc(CCNS(=O)(=O)c2cccs2)cc1	-5	9	99	94	96	-5	6	-3
N=c1c(C(=O)NC2CCCC2)cc2c(=O)n3ccccc3nc2n1CC1CCCO1 (stereo not given)	2	-10	u	82[may fluoresce red and violet]	202*[may fluoresce red and violet]	7	-8	15
CN1CCN(Cc2nc3ccccc3c(=O)n2Cc2nc(-c3ccc4ccccc4c3)cs2)CC1	4	-8	108	108	105	12	-3	2
COc1ccc(Cl)c(Cn2c(NCCCO)nc3c2c(=O)n(C)c(=O)n3C)c1	1	7	93	94	101	3	4	-1
CCS(=O)(=O)N1CCC(N2CCN(c3ccccc3)CC2)CC1	7	2	105	84	96	11	-10	0
O=C(O)CC(C(=O)OCC1CCCO1)N1CCOCC1 (stereo not given)	7	5	113	109	108	-2	-4	10
O=C(NC1CCN(Cc2ccc(Cl)cc2)CC1)c1cn(-c2ccccc2)nc1-c1cccnc1	x	5	94	91	92	5	6	1
N#Cc1ccc(-c2cccs2)nc1SCc1cccnc1	-4	-1	93	94	83	-7	2	11
COc1cc(C(C(=O)NCc2ccccc2)N(Cc2ccco2)C(=O)c2cnccn2)cc(OC)c1OC (stereo not given)	-2	7	110	110	107	3	4	-1
CC(C)C(NC(=O)C12CC3CC(CC(C3)C1)C2)C(=O)NC1=NCCS1 (stereo not given)	-1	1	103	100	101	-5	5	1
CN1CCc2c(sc(NC(=O)C3CCN(S(=O)(=O)c4cccs4)CC3)c2C(N)=O)C1	5	6	92	95	99	-3	-1	33
CCOc1ccccc1CNC(=O)C1CCC(=O)N1C(C)C (stereo not given)	-20	11	105	96	95	4	7	-2
CCOC(=O)C/C(C)=N/NC(=O)CNc1cccc(Cl)c1C	7	3	102	101	104	2	0	12
COc1ccccc1NS(=O)(=O)c1cc(NC(=O)c2cccs2)ccc1N1CCCC1	-6	-23	109	112	109	-10	-12	8
COc1ccc(OC)c(C2=NOC(C(=O)Nc3ccccc3SC)C2)c1 (stereo not given)	0	11	93	103	94	3	1	17
CC1(C)Cc2ccccc2C(/C(C#N)=N/O)=N1	-4	5	111	102	104	7	-5	5
CN1CCN(C(=O)c2cc(Cl)cc(Cl)c2)CC1	-5	2	104	97	107	-17	1	2
CCOc1ccc(N2CC(C(=O)NCCc3ccc(S(N)(=O)=O)cc3)CC2=O)cc1 (stereo not given)	-1	7	102	104	110	2	1	0
CC(C)(C)NC(=O)CC1C[C@H](C(=O)N2CCCCC2)[C@@]2(C)c3[nH]c4ccccc4c3CCN2C1=O (stereo not given in full)	x	14	88	82	88	x	0	1
O=C(O)CC(c1cccc(O)c1)N1Cc2ccccc2C1=O (stereo not given)	2	-3	99	95	98	-4	-2	1
Cc1ccc(NS(=O)(=O)c2sc3ccc(Cl)cc3c2C)cc1	-8	4	95	100	93	1	-4	3
Cc1cc(N2CCN(c3ccccc3)CC2)nc(-c2ccccc2O)n1	-1	2	92	107	104	-14	6	78*
Cc1cc(NC(=O)CSCC(=O)N2CCN(c3cccc(C(F)(F)F)c3)CC2)no1	4	-3	92	89	81	-9	5	2
CCOC(=O)CNc1nc(Cl)nc(Nc2ccc(Cl)cc2)n1	-3	6	102	104	104	-6	9	0
CCn1cc(SCC(N)=O)c2ccccc21	-12	4	99	110	95	5	-6	0
Cc1ccc(-c2nnn(CC(=O)NC3CCN(Cc4ccccc4)CC3)n2)cc1	3	16	100	103	108	0	10	1
O=c1c2ccccc2n2c(-c3ccc(F)cc3)nnc2n1Cc1ccccc1	10	-2	x	x	x	11	1	0
Cc1oc(-c2ccccc2F)nc1CSCC(=O)NCc1ccc2c(c1)OCO2	-4	18	94	96	95	-19	6	16
Cc1cc(NS(=O)(=O)c2ccc(NC(=O)CSc3nc4ncc(Br)cc4[nH]3)cc2)nc(C)n1	-4	9	96	96	93	-7	-4	1
Cc1oc(-c2ccccc2F)nc1CS(=O)(=O)CC(=O)NC1CCCC(C)C1C (stereo not given)	-8	11	95	94	97	-9	3	-2
COC(=O)c1ccccc1NC(=O)CN(C)S(=O)(=O)c1ccc(OC)cc1	-1	-5	91	97	98	-13	3	6
CCOC(=O)c1ccc(NC(=O)Cn2c(=O)oc3ccccc32)cc1	-3	11	100	83	107	-2	-7	0
CCNC(=O)c1cccc(S(=O)(=O)N2CCCCCC2)c1	2	-2	105	90	103	6	-6	-1
Cc1cnc(NC(=O)CSc2nnc(-c3ccc(Cl)cc3Cl)n2N)s1	0	-3	99	103	98	10	0	14
COc1ccc(C(=O)Nc2nc(C)c3cc4c(cc3n2)OCO4)cc1	-4	4	106	93	104	25	-4	39
COc1ccc(OC)c(C2C3=C(COC3=O)Nc3cc4c(cc32)OCO4)c1 (stereo not given)	6	-3	102	96	104	-5	8	-1
N#CCC(=O)Nc1ccc(C(=O)Nc2cccc(S(N)(=O)=O)c2)cc1	5	3	94	97	104	4	6	2
Clc1ccc(CN2C3=NCCCN3c3ccccc32)cc1	-13	8	100	100	101	-1	2	2
COc1ccc(CC(=O)N/N=C(\C)CC(=O)Nc2cccc(F)c2)cc1	1	-3	103	92	102	21	-2	5
CCC1CCC(N2CCN(c3ccccc3F)CC2)CC1 (stereo not given)	-2	4	104	101	111	2	-8	2
CC(=O)NCC1CCCN(C(=O)c2oc3c(F)cccc3c2C)C1 (stereo not given)	1	-7	98	102	100	-5	1	3
CN1C(=O)CC(n2c(CO)nc3ccccc32)C1=O (stereo not given)	10	14	94	91	92	7	5	0
O=C(NCCC1=CCCCC1)c1ccc2c(=O)n3c(nc2c1)CCCCC3	-9	3	102	89	89	3	5	5
Cc1ccc(SC(C)C(=O)NC(N)=O)c(C)c1 (stereo not given)	4	7	101	101	96	4	4	0
O=C(NCC#CCOCc1ccccc1)c1ccccc1	0	-2	98	114	104	0	7	1
O=C1OC(/C(=C\Nc2ccccc2)[N+](=O)[O-])c2ccccc21 (stereo not given)	4	-2	96	110	92	7	-5	1
O=C(c1ccc2c(c1)OCO2)N1CCN(C(=O)c2ccco2)CC1	5	-6	97	107	108	-10	1	-1
CCOC(=O)Cc1csc(NC(=O)Nc2ccc(Cl)cc2)n1	-14	1	102	112	114	0	-1	7
O=C(Nc1ccccc1C(=O)Nc1ccccc1)c1ccccc1F	1	-2	101	94	103	6	4	83*
O=S(=O)(NCCS(=O)(=O)N1CCN(c2ccccc2)CC1)c1ccc(F)cc1	8	6	97	96	95	-12	10	2
CCn1c(CNC(=O)COc2ccc(C(C)C)cc2)nnc1SCC(=O)Nc1ccccc1C(C)C	0	2	110	90	97	-12	8	0
CCCN1Cc2cccc(C(=O)N3CCN(c4cc(Cl)ccc4C)CC3)c2C1=O	-3	0	90	78	80	9	1	13
COC(=O)c1ccccc1NC(=O)c1ccc(-c2cccc(Cl)c2)o1	4	5	38*[may fluoresce violet]	103[may fluoresce violet]	324*[may fluoresce violet]	3	-2	2
Cc1cccc(C2c3[nH]c4ccccc4c3CCN2C(=O)c2cc(CC(C)C)nc(C)n2)n1 (stereo not given)	0	7	100	103	101	0	-9	15
COc1ccccc1-c1oc2ccccc2c1C#CCO	x	2	92	93	90	x	4	2
CCCN(CCC)C(=O)C1CCC(CNS(=O)(=O)c2cccc3nsnc23)CC1 (stereo not given)	4	-12	104	94	104	-29	2	-2
CN(C)c1nc(Cl)cc(N2CCOCC2)n1	-2	6	106	102	110	14	-7	0
COCc1cc(N2CCCC2)nc(-c2ccccc2)n1	2	2	97	103	105	7	4	4
O=C(CNC(=O)c1ccccc1Br)N/N=C/c1ccco1	-6	1	90[may fluoresce violet]	74[may fluoresce violet]	143[may fluoresce violet]	7	-6	0
CC(C)C(NC(=O)C(C)N1C(=O)c2ccccc2C1=O)c1ccccc1 (stereo not given)	0	4	105	98	104	6	6	1
O/N=C1\CCc2cc(Cl)ccc21	5	6	96	92	100	18	3	0
